EP2 modulator: EP2 receptor (human) modulation. P43116. EP2-expressing cells, cAMP HTRF FRET, PGE2 co-stimulation. induction, % at 25 µM. 0.83% of 260,000 active. AID 940;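 active means compounds whose cAMP rise, as percent of the full-agonist control response, exceeds 60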;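 further: rat C6 glioma line stably carrying human EP2 under a CMV promoter; the protocol text gives 20 µM as final concentration; 100% = response of wells given 1 µM PGE2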
Target sequence (P43116 whole entry, looked up): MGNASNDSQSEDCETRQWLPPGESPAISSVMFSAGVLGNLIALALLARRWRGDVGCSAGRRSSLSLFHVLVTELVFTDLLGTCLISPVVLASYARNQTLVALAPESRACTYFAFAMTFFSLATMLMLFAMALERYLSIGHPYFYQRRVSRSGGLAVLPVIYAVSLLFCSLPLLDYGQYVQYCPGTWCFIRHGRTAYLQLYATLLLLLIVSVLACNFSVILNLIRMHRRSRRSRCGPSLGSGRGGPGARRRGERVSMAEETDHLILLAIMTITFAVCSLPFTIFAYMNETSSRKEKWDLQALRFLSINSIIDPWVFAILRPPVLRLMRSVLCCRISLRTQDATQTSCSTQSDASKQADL
RBBP9 inhibitor: blocks human serine hydrolase RBBP9; O75884; recombinant RBBP9, FP-Rh probe fluorescence polarization; inhibition, % at 7.94 µM; 0.2% of 220,000 active; AID 1515;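 active means inhibition above the campaign mean of all tested compounds plus 3 SD, cut at about 14% in these data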;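 further: plate controls were DMSO wells with RBBP9 for no effect and wells lacking RBBP9 protein for full effect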
Target sequence (O75884 whole entry, looked up): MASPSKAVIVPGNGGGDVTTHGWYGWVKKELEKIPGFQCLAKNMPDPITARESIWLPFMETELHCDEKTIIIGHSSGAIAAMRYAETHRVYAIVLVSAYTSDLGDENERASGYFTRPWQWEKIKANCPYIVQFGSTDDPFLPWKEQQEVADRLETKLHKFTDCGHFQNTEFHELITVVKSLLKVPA
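Material: RBBP9 protein. Amount: RBBP9 at 2.5 µM in dispensed solution, before mixing. Schedule: 30 min then 45 min, 25 °C. Medium: Tris buffer pH 8.0, NaCl, Pluronic. Measured by: fluorescence polarization. Measure: percent inhibition from mP, scaled between DMSO and no-protein wells. Replication: one well per compound.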
PERK inh: blocks human PERK kinase. AID 1416. inhibition, % at 5.6 µM. CHO PERK-DD fusion, SEAP luminescence translation reporter. 0.17% of 220,000 active;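 active means inhibition above the mean inhibition of all tested compounds plus 3 SD, set separately per screening campaign, cut at about 2.9% in these data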;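 further: PERK kinase domain activated by AP20187 dimerizer at 100 nM; 0% = DMSO with dimerizer and 100% = rapamycin at 8.4 µM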
zVAD death inh: L929 zVAD cell death inhibition. L929 zVAD necroptosis rescue, ATP luminescence, 24 h; with zVAD 60 µM. AID 1377. viability rescue, % at 10 µM. 0.38% of 220,000 active;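 active means activation, scaled between plate controls, above about 75%, limit read from the data; inactive means activation under that limit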;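 further: 0% = zVAD with DMSO and 100% = DMSO alone without zVAD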
PGE2 EP2 inh: inhibitors of human EP2 prostaglandin E2 receptor; P43116; C6 glioma cells expressing human EP2, cAMP TR-FRET; cells stimulated with saturating PGE2; inhibition, % at 25 µM; 0.52% of 260,000 active; AID 1422;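 active means percent inhibition above 40 after rounding to a whole number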;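 further: rat C6 glioma host cells with rolipram phosphodiesterase inhibitor present; the protocol text gives 20 µM as final concentration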
Hck-Nef inh: human Hck-Nef kinase inhibition. P08631. Recombinant Hck-YEEI plus Nef, Z-Lyte FRET kinase assay. inhibition, % at 20 µM. 0.68% of 220,000 active;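 active means Hck-Nef kinase inhibition above about 50%, limit read from the data; inactive means inhibition below that limit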;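 further: 0% = DMSO with Hck plus Nef and 100% = Hck alone without Nef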
Runt-CBFb FRET: Runt domain-CBFb interaction inhibition. inhibition, % at 20 µM. Cerulean-Runt/Venus-CBFb FRET ratio 530/480, 1 h. 0.46% of 220,000 active. Q01196+Q13951;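 active means inhibition over about 50% at 20 µM in the single-dose screen, limit read from the data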;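 further: 0% = DMSO wells and 100% = excess unlabeled CBFb competitor control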
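Assay system: Cerulean-tagged RUNX1 Runt domain (FRET donor) fusion protein / Amount: 100 nM each of Venus-CBFb and Cerulean-Runt domain / Medium: Tris buffer pH 7.5 with salts and BSA / Also added: Venus-CBFb 100 nM / Schedule: 1 h complex formation plus 1 h compound treatment, room temperature / Signal: FRET fluorescence / Read-out: loss of energy transfer signal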
Runt-SMMHC FRET: blocks binding of human RUNX1 Runt domain to CBFb-SMMHC | AID 1434 | Q01196+Q13951 | inhibition, % at 20 µM | Cerulean-Runt/Venus-CBFb-SMMHC FRET ratio 530/480, 1 h | 0.74% of 220,000 active;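 active means mean inhibition across duplicate retests at 20 µM reaching about 50%, limit read from the data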;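 further: 0% = DMSO wells and 100% = wells with excess untagged CBFb-SMMHC; inhibitors lower the FRET ratio by blocking Runt binding to CBFb-SMMHC; some results filed as inactive read as strong as hits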
TNF death inh: TNF-alpha cell death inhibition in Jurkat FADD-/- cells. Jurkat FADD-/- TNF necroptosis rescue, ATP luminescence, 24 h; 0 = TNF only, 100 = no-TNF cells. activation (protection from cell death), % at 10 µM. 0.068% of 220,000 active. AID 463075;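 active means activation, meaning protection from cell death, of at least 50% relative to plate controls; inactive means activation below 50%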;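 further: necroptosis triggered by 40 ng/mL TNF-alpha added together with compound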
The depositor's hits bear a star; . = no result given; & = joins results of further samples. A portion of the library; count on the stated rates, not on these rows.

Every second line gives: EP2 modulator, RBBP9 inhibitor, PERK inh, zVAD death inh, PGE2 EP2 inh, Hck-Nef inh, Runt-CBFb FRET, Runt-SMMHC FRET, TNF death inh
Fc1ccc(CSc2nc3ncc(Br)cc3[nH]2)cc1
  35, -4, 0.5, 1.0, 10, 1, 2, 0, -0.4
COc1ccc(Nc2nc(N3CCCCC3)c3ccccc3n2)cc1
  18, 7, -0.4, 0.2, 8, 1, -2, -4, -14
O=c1[nH]nc(SCc2nnc(-c3ccc([N+](=O)[O-])cc3)o2)n1C1CCCCC1
  -23, -7, -0.9, 0.0, 8, 8, 1, 2, 1.9
c1ccc2cc(OCCN3CCCC3)ccc2c1
  11, 0, 0.1, 0.1, 15, 0, -1, -2, 3.1
O=C(c1ccc(Cl)c(S(=O)(=O)N2CCCC2)c1)N1CCN(c2ncccn2)CC1
  14, 2, 0.6, 1.4, 15, 25, 0, 1, 1.2
CN(C)/C=C/C(=O)/C=C/c1ccc(Cl)cc1
  -1, -4, 0.1, 3.0, 5, 3, 0, 1, -0.9
CCCCOc1ccccc1NC(=O)c1ccc(=O)[nH]c1
  28, 4, 0.6, -0.2, 13, 0, 1, 6, -2.3
CN(CCNC(=O)C1CCN(S(=O)(=O)c2cnc[nH]2)CC1)Cc1ccccc1
  6, -9, 1.4, 1.2, 21, 0, -2, -2, -0.1
COC(=O)CSc1nc2ncc(Cl)cc2[nH]1
  14, -11, 0.5, 0.1, 8, -1, -1, 1, -1.0
Cc1cccc(C)c1NC(=O)CNc1ccccc1
  28, 10, 0.7, -0.4, 9, 0, 0, 1, -0.8
CCC(CC)C(=O)N1N=C(c2ccc(NS(C)(=O)=O)cc2)CC1c1ccccc1 (stereo not given)
  49, -1, -1.3, -0.5, 11, 17, -2, -1, -0.6
CC(=O)Nc1ccc(NC(=O)Nc2ccc3c(c2)N(C)C(=O)CS3)cc1
  -48, 3, 1.1, 17, 6, 18, -1, -4, -0.6
CC(C)C(c1nnnn1C(C)(C)C)N1CCC(Cc2ccccc2)CC1 (stereo not given)
  15, 2, -0.5, ., 10, -8, -4, -6, 2.9
COC(=O)c1cccc(NC(=O)NC(=O)c2ccccc2Cl)c1
  -14, -1, 2.2, 1.3, 8, 14, 0, -3, 4.5
CCOc1cc(/C=C2\C(=O)ON=C2C)ccc1OCc1ccccc1
  -6, 5, 1.5, 0.4, 14, 7, -2, -2, -3.8
O=C(O)C1CCN(C(=O)Cc2ccccc2)CC1
  21, 3, 0.8, 1.0, 6, 19, 2, -6, 1.3
CC(=O)Nc1ccc(NC(=O)C(C)OC(=O)/C=C/c2cnc3ccccc3n2)cc1 (stereo not given)
  -6, 0, 0.9, 1.2, 6, 24, -1, -1, 3.3
CC1CCCC(C)N1C(=O)COC(=O)c1cc(Br)ccc1Cl (stereo not given)
  -53, 6, 0.0, 1.4, 6, 22, -8, 0, -0.2
O=C(NCC1CCCO1)c1ccc2c(=O)n(CC3CCCO3)c(SCC(=O)N3CCCC3)nc2c1 (stereo not given)
  -18, -2, 0.7, 1.7, 4, 0, -48, -1, -0.6
CCOc1cc(CNn2nnnc2N)cc(Cl)c1OCC(=O)NC(C)(C)C
  7, -2, 0.4, 0.2, 11, -1, -1, 5, -0.7
CCn1cc(C(C)NC(=O)Nc2ccccc2C(=O)OC)c(C)n1 (stereo not given)
  -8, -6, 1.1, 0.6, 8, 5, 0, 0, -0.1
CN(C)CC(c1ccccc1)c1ccccc1
  51, -8, 4.3*, -0.1, 5, 14, 0, -2, 4.2
Cc1ccc(-c2csc3nnc(SCc4csc(C)n4)n23)cc1
  18, 0, -0.8, -1.3, 6, 9, 0, -1, -2.7
Cc1noc(C)c1S(=O)(=O)N1CCCC(C(=O)Nc2ccc(Cl)cn2)C1 (stereo not given)
  10, 5, 0.5, -0.3, 12, 1, 0, -7, -3.0
Cc1ccc(NC(=O)COC(=O)C2COc3ccccc3O2)cc1S(=O)(=O)N1CCOCC1 (stereo not given)
  15, -9, 0.2, 0.7, 6, -2, -3, 4, 3.9
C=C(C)Cn1c(C(C)NC(=O)CCC)nc2ccccc21 (stereo not given)
  0, -3, 0.4, 1.8, 11, -3, 0, -6, 1.9
CC(C)(C)C(=O)C(Oc1cccc2nonc12)n1cncn1 (stereo not given)
  3, -5, 1.1, -0.2, 7, 0, -2, 0, -0.5
Cc1ccc(NC(=O)Cc2c(C(=O)O)n(C)c3ccccc23)cc1F
  7, 0, 1.1, 0.1, 7, -6, -2, -1, -0.5
Cc1cc(N2CCN(C(=O)c3ccco3)CC2)nc(-c2ccccc2)n1
  27&2, ., ., ., 12&8, ., 0, 2, .
Cn1c(=O)c(C(=O)Nc2ncccn2)c(O)c2ccccc21
  ., -3, 1.0, 4.5, 9, 0, -1, 2, -1.3
COc1ccc(OC)c(C2C3CN(C(C)C)CC=C3C(C#N)=C(N)C2(C#N)C#N)c1 (stereo not given)
  36, -6, -0.7, -0.9, 9, 38, 42, 79*, 0.0
O=C(COC(=O)COc1ccc(Cl)cc1Cl)Nc1cccnc1Cl
  -11, -11, 0.2, -0.2, 8, -1, -1, -5, 0.9
CCOc1ccc(S(=O)(=O)Nc2ccc(S(=O)(=O)N3CCOCC3)cc2)cc1
  16, -8, -0.5, 0.0, 12, 1, 2, 0, -0.2
N#CC(C(=S)Nc1ccccc1)c1nc2ccccc2[nH]1 (stereo not given)
  -9, 3, -0.1, -0.1, 5, 5, 8, 15, 1.1
CCOC(=O)C1(CCc2ccccc2)CCN(C2Cc3ccccc3C2)CC1
  49, -5, -0.4, -0.3, 6, 17, -2, -2, 1.6
CCn1c(C)[n+](CCOC(C)=O)c2cc(Cl)c(Cl)cc21
  12&5, -3, -0.1, 20, 6&4, 19, -19, 2, -0.8
CN(C)C(=O)c1c([N+](=O)[O-])ncn1C
  5, -10, 0.6, 0.6, 2, 0, 1, 0, 0.4
COc1ccc2c(c1OC)C(=O)OC2Nc1nc(-c2cc3cc([N+](=O)[O-])ccc3oc2=O)cs1 (stereo not given)
  -3, -2, 0.1, 1.6, 7, 1, 8, -2, 0.9
COc1cccc(CNC(=O)C(=O)NCC2CCCO2)c1 (stereo not given)
  17, -2, 0.6, -0.3, 9, -7, 0, -3, 0.0
Fc1ccc2[nH]c3c(c2c1)CN(C(=S)NCc1ccccc1)CC3
  -51, -6, 1.1, 17, 20, -4, -10, -18, 9.9
CCCCCc1c(C)nc(Nc2ccccc2)[nH]c1=O
  33, -4, 0.0, 1.1, 3, -1, -1, 0, -0.9
Cc1ccc(Nc2nc(N)nc(-c3oc4ccccc4c3C)n2)cc1
  3, -2, 0.4, -1.4, 10, 8, -4, -18, -9.0
O=C(Nc1nnc(-c2ccccc2)o1)Nc1ccc(F)cc1F
  -7, -5, 0.2, -0.5, 4, 3, 2, -2, -0.8
Nc1nc(NCc2ccco2)nc(N2CCOCC2)c1[N+](=O)[O-]
  7, 6, 0.6, -0.4, 7, 11, 0, -4, 4.6
Cn1c2ccccc2n2c(=O)c(=O)n(CC(=O)N3CCCc4ccccc43)nc12
  -4, -1, 0.5, 1.8, 6, 27, ., ., 0.7
COC(=O)C1C(=O)CC(C)(O)C(C(=O)OC)C1c1ccccc1F (stereo not given)
  18, -8, 0.5, 2.0, 10, 13, 0, 2, -0.5
FC(F)Sc1ccc(N=C2NN=C(c3ccc4c(c3)OCCO4)CS2)cc1
  -13, -7, 0.9, 0.3, 9, 0, 4, 0, -1.3
O=C(Cc1c(F)cccc1Cl)NCCCn1ccnc1
  19&15, 5, 0.1, 0.1, 15, 0, -1, 2, -0.5
Cc1nc2c(Br)c3nc(C(F)(F)F)[nH]c3c(Br)c2[nH]1
  -3, 3, 1.1, -0.3, 19, -1, -3, -90, -1.4
CCOC(=O)c1sc2nc(C)c3c(c2c1N)CC(C)(C)OC3
  13, -3, -0.4, 0.1, 11, 20, 2, 7, 1.7

Some of these compounds in order of count of non-hydrogen atoms, largest number first.
Every second line gives: EP2 modulator, RBBP9 inhibitor, PERK inh, zVAD death inh, PGE2 EP2 inh, Hck-Nef inh, Runt-CBFb FRET, Runt-SMMHC FRET, TNF death inh
Cn1c2ccccc2n2c(=O)c(=O)n(CC(=O)N3CCCc4ccccc43)nc12
  -4, -1, 0.5, 1.8, 6, 27, ., ., 0.7
FC(F)Sc1ccc(N=C2NN=C(c3ccc4c(c3)OCCO4)CS2)cc1
  -13, -7, 0.9, 0.3, 9, 0, 4, 0, -1.3
Cc1ccc(Nc2nc(N)nc(-c3oc4ccccc4c3C)n2)cc1
  3, -2, 0.4, -1.4, 10, 8, -4, -18, -9.0
Fc1ccc2[nH]c3c(c2c1)CN(C(=S)NCc1ccccc1)CC3
  -51, -6, 1.1, 17, 20, -4, -10, -18, 9.9
Nc1nc(NCc2ccco2)nc(N2CCOCC2)c1[N+](=O)[O-]
  7, 6, 0.6, -0.4, 7, 11, 0, -4, 4.6
CCOC(=O)c1sc2nc(C)c3c(c2c1N)CC(C)(C)OC3
  13, -3, -0.4, 0.1, 11, 20, 2, 7, 1.7
O=C(Cc1c(F)cccc1Cl)NCCCn1ccnc1
  19&15, 5, 0.1, 0.1, 15, 0, -1, 2, -0.5
Cc1nc2c(Br)c3nc(C(F)(F)F)[nH]c3c(Br)c2[nH]1
  -3, 3, 1.1, -0.3, 19, -1, -3, -90, -1.4

From PubChem
